GLS inh = blocks human kidney-isoform glutaminase activity; hit rate 0.21% among 410,000; GLS enzymatic activity, qHTS titration; Potency, µM (highest dose often 45.5 µM), for the others: at the top dose activity change, negative = inhibition, actives largely listed as inhibitors; further: on the % scale 0 is the no-effect control and ±100 the full control effect
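Two-point fluorescence kinetic (t0, 30 min RT) for hKGA; glutamate detected via glutamate oxidase–HRP–Amplex Red. Substrate: 1 mM L-glutamine solution; buffer 45 mM KH2PO4, pH 8.2.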
JMJD2A Tudor = JMJD2A Tudor domain (human) inhibition | O75164 | AlphaScreen JMJD2A-Tudor / H3K4me3 peptide binding | Potency, µM (titrated, usually from 114 µM), for inactives: top-dose activity change, negative = inhibition, actives largely listed as inhibitors | hit rate 4.4% among 390,000 | AID 504339; further: on the % scale 0 is the no-effect control and ±100 the full control effect; nearly all actives have a fitted effect of over 50% in size
rTrxR1 inhibitor = blocks rat thioredoxin reductase 1. O89049. recombinant rTrxR1, NADPH fluorescence consumption, selenite substrate. Potency, µM (highest dose often 114 µM), without a hit: at the highest dose activity change, negative = inhibition, usual class: inhibitors. hit rate 1% among 390,000. AID 588453; further: on the % scale 0 is the no-effect control and ±100 the full control effect; nearly all actives have a fitted effect of over 65% in size
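Rat TrxR1 (90 nM in the dispensed reagent) was pre-reduced with 400 uM NADPH for 5 min at room temperature, then incubated with compound for 15 min. After 400 uM selenite was added, NADPH fluorescence (Ex 340/Em 450 nm) was followed for 8 min.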
Pin1 inhibitor = human Pin1 inhibition | Q13526 | Pin1 FP peptide displacement, HiFluor488, 10 min | Potency, µM (top dose mostly 115 µM), without a hit: at the highest dose activity, negative = inhibition, most hits filed as inhibitors | hit rate 0.009% among 390,000 | AID 504891; active means well fitted inhibition curve with a large enough effect in the polarisation, with a control signal flat, not every such curve was filed as active; inconclusive means small, poorly fitted or top-dose-only effect, or effect the other way, or a change in a side signal; inactive means no such curve, though single readings can be large or run the other way; the % refers to the polarisation; further: on the % scale 0 is the no-effect control and ±100 the full control effect
Target sequence (Q13526 whole entry, looked up): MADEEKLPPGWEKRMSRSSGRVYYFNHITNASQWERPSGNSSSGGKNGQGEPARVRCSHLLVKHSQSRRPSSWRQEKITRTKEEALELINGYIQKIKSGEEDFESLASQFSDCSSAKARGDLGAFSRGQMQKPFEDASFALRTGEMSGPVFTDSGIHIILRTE
RGS4 inh = inhibitors of human regulator of G protein signaling 4; P49798; Transcreener GDP fluorescence polarization, RGS4-accelerated GTP hydrolysis; Potency, µM (doses to about 114 µM), for inactives: at the highest dose activity change, negative = inhibition, hits mostly inhibitors; hit rate 0.039% among 390,000; AID 504845; further: on the % scale 0 is the no-effect control and ±100 the full control effect; nearly all actives have a fitted effect of over 75% in size; some results filed as inactive show a strong effect at the top dose
Target sequence (P49798 whole entry, looked up): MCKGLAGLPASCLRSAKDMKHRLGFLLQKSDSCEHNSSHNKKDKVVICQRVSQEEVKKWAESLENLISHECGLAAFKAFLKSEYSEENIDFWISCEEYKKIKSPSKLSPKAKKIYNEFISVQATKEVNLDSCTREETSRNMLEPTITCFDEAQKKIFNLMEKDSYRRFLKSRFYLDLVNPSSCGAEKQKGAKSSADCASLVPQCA
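MLSMR compounds (23 nl, pin-transferred) preincubated 10 min at room temperature with a 500nM (2x) first reagent, then RGS4 at 900nM (2x) plus Transcreener GDP mix added; fluorescence polarization (620/688 nm) read before and after 90 min at 30 °C.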
Tb PGK inh = blocks T. brucei phosphoglycerate kinase. hit rate 0.043% among 380,000. P07378. Potency, µM (titrated, usually from 57.5 µM), for inactives: at the highest dose activity change, negative = inhibition, actives largely listed as inhibitors. PGK/GAPDH coupled, Kinase-Glo luminescence, 60 min; further: on the % scale 0 is the no-effect control and ±100 the full control effect; nearly all actives have a fitted effect of over 60% in size
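Recombinant glycosomal PGK reaction used 1,3-bisphosphoglycerate generated in-well by GAPDH (100nM final) in 100mM TEA pH 7.6, 5mM MgCl2, 0.01% Tween-20. After 60 minutes at room temperature, ATP was read by Kinase-Glo Plus luminescence end-point.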
ERG-DNA inh = ERG Ets/DNA interaction inhibition. fluorescence polarization, His-ERG Ets domain / labelled DNA. Potency, µM (series often up to 76.9 µM), inactives show top-dose FP activity, negative = inhibition, most hits filed as inhibitors. hit rate 0.028% among 370,000. AID 624246; active means well fitted inhibition curve with a large enough effect in the polarisation, with a control signal flat; inconclusive means small, poorly fitted or top-dose-only effect, or effect the other way, or a change in a side signal; inactive means no such curve, though single readings can be large or run the other way; the % refers to the polarisation;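 further: polarization taken with two DNA probes labelled with fluorescein and Texas red; % of control where 0% means no effect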
Target sequence (P11308 whole entry, looked up, the tested form may be a part): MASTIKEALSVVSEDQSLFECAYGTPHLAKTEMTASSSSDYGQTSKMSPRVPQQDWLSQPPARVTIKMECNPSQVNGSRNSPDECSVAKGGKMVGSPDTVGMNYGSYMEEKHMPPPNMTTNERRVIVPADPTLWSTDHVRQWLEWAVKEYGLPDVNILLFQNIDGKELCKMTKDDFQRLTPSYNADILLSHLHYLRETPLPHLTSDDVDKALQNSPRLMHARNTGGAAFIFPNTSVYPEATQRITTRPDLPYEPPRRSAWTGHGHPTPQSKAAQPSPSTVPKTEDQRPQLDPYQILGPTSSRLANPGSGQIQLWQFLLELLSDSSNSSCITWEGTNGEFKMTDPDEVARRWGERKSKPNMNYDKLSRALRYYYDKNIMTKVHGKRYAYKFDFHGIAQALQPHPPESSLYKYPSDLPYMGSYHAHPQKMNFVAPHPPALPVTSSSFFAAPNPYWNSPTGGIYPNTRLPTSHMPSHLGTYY
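His-tagged ERG Ets domain (1 uM in the protein solution; 300mM KCl, 50mM Tris-HCl, 1mM EDTA, 1mM DTT, pH 7.5) received compound, then a probe mix of 5 nM fluorescein-DNA and 100nM Texas-615-DNA. Fluorescence polarization was read for both dyes.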
HP1b chromo inh = blocks HP1-beta chromodomain binding to methylated histone tails; P83916; AlphaScreen HP1-beta / biotin-H3K9me3 peptide binding; Potency, µM (series often up to 114 µM), for inactives: top-dose activity change, negative = inhibition, hits mostly inhibitors; hit rate 0.56% among 390,000; AID 540317; further: nearly all actives have a fitted effect of over 70% in size; inactives centre near 23
Target sequence (P83916 whole entry, looked up): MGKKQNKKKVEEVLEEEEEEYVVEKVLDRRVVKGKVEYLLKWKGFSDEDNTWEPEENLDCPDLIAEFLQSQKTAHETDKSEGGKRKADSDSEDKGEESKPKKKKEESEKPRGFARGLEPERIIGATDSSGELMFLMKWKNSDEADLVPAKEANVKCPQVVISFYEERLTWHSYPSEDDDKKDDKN
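Compound inhibition of the preformed complex between 50 nM HP1-beta and 50 nM biotinylated H3K9me3 peptide was read by AlphaScreen. Buffer was PBS pH 7.4 with 0.01% Tween-20. Incubations ran 30 min at room temperature, with 10 ug/mL donor/acceptor beads.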
12-LOX inh = blocks human arachidonate 12S-lipoxygenase; P18054; purified 12hLO, xylenol orange hydroperoxide absorbance; Potency, µM (doses to about 108 µM), for inactives: top-dose activity change, negative = inhibition, usual class: inhibitors; hit rate 1.1% among 580,000; AID 1671190; further: on the % scale 0 is the no-effect control and ±100 the full control effect
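Purified human 12hLO at 150 nM in 25 mM Hepes, 0.01% Triton X-100, pH 7.0, preincubated 15 min at room temperature with compound. Reaction started with 40 uM arachidonic acid, 30 min at room temperature. Hydroperoxide measured by Fe-xylenol orange, 573/405 nm absorbance ratio.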
An asterisk follows results filed as active; i = inactive; ? = inconclusive; nt = not tested or not shown; & = joins results of further samples; [ ] = remark or other dose. Unless noted, the call rests on the fitted dose curve; in most records, active means well fitted curve in the direction sought with a large enough effect; inconclusive means small, poorly fitted or top-dose-only effect, or another doubt; inactive means no such curve, though single readings can be large; an effect the other way counts as inactive or inconclusive. Potency means the concentration at half of the fitted maximal effect. An excerpt (hit frequency here may not be typical).

compound | JMJD2A Tudor | HP1b chromo inh | rTrxR1 inhibitor | Pin1 inhibitor | Tb PGK inh | GLS inh | RGS4 inh | ERG-DNA inh | 12-LOX inh
CCN(CC)CCCNC(=O)C(C)Sc1nc(-c2ccccc2)cc(C(F)(F)F)n1 (stereo unspecified) | -1% | 60%[activator] | 17% | 0% | 3% | -32% | 5% | 2% | -7%
Cc1cc(C(=O)COC(=O)/C=C/c2ccco2)c(C)n1C | ? | ? | ? | -7% | -13% | ? | -10% | 4% | 21%
CCCN1C(=O)/C(=C/c2ccccc2OCc2ccc(C(=O)O)cc2)NC1=S | -28% | -25% | -6%[57.1 µM] | -27% | -4% | 12% | -13% | 15% | ?
Cc1nn(-c2ccccc2)c(C)c1NC(=O)COC(=O)c1cc(Br)ccc1O | -12% | 33% | -11% | 0% | i | 15% | -11% | -12% | ?
Cc1ccc(Oc2ccc(Oc3ccc(C)cc3)nn2)cc1 | -8% | 65%[activator] | 10% | 3% | i | -5% | -17% | -3% | -13%
O=C(CN(C(=O)c1csnn1)c1ccc(F)c(Cl)c1)NC1CCCC1 | 1% | -4% | 2%[57.1 µM] | 2% | i | 13% | -14% | 10% | 10%
Cc1ccc(C(=O)Nc2ccc(N3CCOCC3)cc2N2CCOCC2)cc1 | -27% | 3% | -12% | -3% | i | -8% | 4% | 4% | 4%
CC(C)OCCCNC(=S)Nc1ccc(S(N)(=O)=O)cc1 | 89µM* | 32µM* | -4% | -2% | i | -20% | ? | 2% | ?
Cc1ccccc1CN1CCN(C(=O)c2ccc(S(=O)(=O)NCc3ccco3)cc2)CC1 | -23% | 29% | -7% | 0% | 8% | -3% | 4% | 3% | 61%
COc1ccccc1C(=O)Nc1ccc(OCc2cc(=O)n3ccsc3n2)cc1 | -15% | 20% | 10% | 0% | -5% | -3% | -2% | 1% | -23%
S=C1NNC2(NN1)C1CC3CC(C1)CC2C3 | ? | 22% | -8% | -1% | 4% | ? | -45% | 10% | ?
O=C(c1ccco1)N1CCN(C(=O)c2cc3cc([N+](=O)[O-])ccc3oc2=O)CC1 | ? | 0% | 26%[57.1 µM] | 2% | -3% | -2% | -19% | 2% | 0%
CC(=O)c1ccc(NC(=O)Cn2cc3c(n2)CCCC3)cc1 | -13% | 18% | -4% | -1% | 13% | -1% | 8% | 2% | -16%
CCOc1ccccc1NC(=O)C1=C(C)NC(=S)NC1c1cccs1 (stereo unspecified) | -1% | 25% | -18% | 2% | i | 3% | ? | nt | -28%
O=S(=O)(Nc1cccc2c1CCCC2)c1cccc(C(F)(F)F)c1 | 30% | 61%[activator] | 1% | 2% | -5% | 12% | 14%[11.4 µM] | -6% | -10%
O=C(CCS(=O)(=O)c1cccc2nsnc12)NCc1ccccc1 | 3% | 26% | ? | 0% | -12% | 14% | -3% | -2% | ?
COc1ccccc1N1CCN(S(=O)(=O)c2c(C)sc3ncn(CC(=O)Nc4ccc(C)cc4Br)c(=O)c23)CC1 | -7% | 26% | 15% | -3% | i | 1% | -14% | -14% | 1%
Cc1ccc(-n2c(=O)[nH]c3c(C(N)=O)nc(CC(C)C)nc32)cc1 | -18% | 36% | 14%[57.1 µM] | 6% | i | 8% | -32% | 4% | 1%
Nc1cc(-c2ccccc2)nn1S(=O)(=O)c1ccc(Br)cc1 | -30% | 32% | 1% | 9% | 0% | 9% | -13% | 3% | 2%[57.4 µM]
CCc1ccc(C(=O)NNC(=O)C2CC(=O)N(c3ccc4c(c3)OCCO4)C2)cc1 (stereo unspecified) | 0% | 35%[activator] | 32% | 0% | 2% | 6% | 26% | 0% | 7%
CCCCN(C)c1nc2c(S(=O)(=O)c3ccc(CC)cc3)nnn2c2ccc(Cl)cc12 | 17% | 46%[activator] | 19% | 25% | i | 0% | 0% | -1% | 4%
O=C(c1ccc(-n2cncn2)c([N+](=O)[O-])c1)N1CCN(S(=O)(=O)c2c(F)cccc2F)CC1 | -19% | 17% | 0% | 2% | -1% | -6% | -15% | -1% | -36%
CSC1=N/C(=C\c2ccccc2)C(=O)N1C | 16% | 70%[activator] | -16% | 2% | -11% | 2% | 11% | -14% | -2%
O=C(C1CCN(C2CCN(CC3CC=CCC3)CC2)CC1)N1CCOCC1 (stereo unspecified) | -19% | 27% | 20% | 1% | i | -3% | 4% | 7% | -11%
COc1ccc(N2CCN(C(=S)Nc3cccc(OC)c3)CC2)cc1 | -12% | 24% | 7% | -9% | -10% | -1% | 9% | -6% | 13%
CCCCC(=O)Nc1nn(C)c2nc3c(C)cccc3cc12 | 16% | 34% | 20% | -5% | 5% | 5% | -8% | -12% | 26%
O=C1CSC(=Nc2cccc(Cl)c2Cl)N1Cc1cccnc1 | 0% | 62%[activator] | 25%[11.4 µM] | -2% | -9% | -7% | -35% | 4% | -3%
Clc1ccc2nc(CSc3ncn[nH]3)cn2c1 | -8% | 24% | 10%[57.1 µM] | 7% | -7% | 1% | -36% | -3% | 5%
O=C(Nc1ccc(S(=O)(=O)Nc2cnc3ccccc3n2)cc1)c1ccc(Cl)cc1Cl | -6% | -12% | 1% | -10% | 5% | 0% | -4% | -6% | ?
CCOc1cc(NS(=O)(=O)c2ccccc2)c(OCC)cc1NC(=O)c1ccco1 | ? | -4% | 71µM* | 7% | i | 32%[activator] | -18% | -1% | -9%
CCOc1ccccc1N1CCN(C(=O)c2cc(-c3cc(OC)ccc3OC)nc3ccccc23)CC1 | -35% | 5% | -16% | 4% | 6% | 4% | 14% | -7% | nt
CCN1CCCC1CNCc1ccc(OCc2ccc(Cl)nc2)c(OC)c1 (stereo unspecified) | -8% | 26% | 31%[57.1 µM] | -1% | -4% | 0% | -12% | 8% | -2%
CN(CC(=O)NCc1ccccc1)S(=O)(=O)c1ccc2c(c1)CCC(=O)N2 | -14% | 16% | 3% | 5% | 0% | 6% | 8% | 11% | 6%
CCC1CCCCN1C(=O)CCCOc1ccccc1 (stereo unspecified) | 14µM* | 7% | 8%[57.1 µM] | 0% | 1% | ? | -26%[11.4 µM] | -1% | -6%
O=C(NCC1CCCO1)c1c[nH]c2ccc(S(=O)(=O)Nc3ccc(F)cc3F)cc2c1=O (stereo unspecified) | -6% | 7% | -13% | 3% | -6% | -10% | 17% | -5% | -29%
CN1CCN(C(=O)c2cc(Cl)ccc2Cl)CC1 | -2% | 13% | 24%[57.1 µM] | -3% | -9% | 4% | -6% | -11% | 85%[activator]
O=C(Cc1ccc(Cl)cc1)Nc1cccc(S(=O)(=O)Nc2ccccc2F)c1 | -10% | -4% | -4% | 2% | -14% | 6% | -14% | 8% | -7%
O=C(COc1cccc2ccccc12)NNC(=O)c1cccs1 | -4% | 34% | 0% | -6% | -2% | 11% | -7% | -14% | -12%
COCC(C)N1C(=O)Cc2c1nc(N)c1c(N)nc(N3CCN(c4ccccc4F)CC3)c(C#N)c21 (stereo unspecified) | 5% | -11% | -16% | -2% | -5% | 14% | -27% | 2% | -15%
O=C(C1CC(=O)N(C2CCCC2)C1)N1CCN(c2cccc(Cl)c2)CC1 (stereo unspecified) | -15% | 16% | 1% | 6% | -10% | 2% | -14% | -3% | -9%
c1ccc2c(c1)nc1n2CN(Cc2ccc3c(c2)OCO3)CN1 | -22% | 21% | 8%[57.1 µM] | -4% | 0% | 21% | 5% | 4% | 0%
COc1cc(C(=O)NC2(C(F)(F)F)C(=O)NC(C)=C2C#N)cc(OC)c1OC (stereo unspecified) | 2% | 14% | 16%[57.1 µM] | 0% | 4% | 4% | 11% | 3% | -5%&7%
Cc1sc(NC(=O)c2ccco2)nc1-c1ccc2c(c1)CC(C)N2C(=O)C1CC1 (stereo unspecified) | -26% | ? | 15% | 15% | 5% | -7% | 11% | 0% | -7%
O=C(c1cccc(S(=O)(=O)NCc2ccccc2)c1)N1CCN(c2ccc(F)cc2)CC1 | ? | -4% | 4% | 8% | 5% | 10% | -5% | -2% | ?

A second format for some results above.
Results follow in this order: JMJD2A Tudor, HP1b chromo inh, rTrxR1 inhibitor, Pin1 inhibitor, Tb PGK inh, GLS inh, RGS4 inh, ERG-DNA inh, 12-LOX inh
- O=C(NCC1CCCO1)c1c[nH]c2ccc(S(=O)(=O)Nc3ccc(F)cc3F)cc2c1=O (stereo unspecified)
    -6%, 7%, -13%, 3%, -6%, -10%, 17%, -5%, -29%
- CN1CCN(C(=O)c2cc(Cl)ccc2Cl)CC1
    -2%, 13%, 24%[57.1 µM], -3%, -9%, 4%, -6%, -11%, 85%[activator]
- O=C(Cc1ccc(Cl)cc1)Nc1cccc(S(=O)(=O)Nc2ccccc2F)c1
    -10%, -4%, -4%, 2%, -14%, 6%, -14%, 8%, -7%
- O=C(COc1cccc2ccccc12)NNC(=O)c1cccs1
    -4%, 34%, 0%, -6%, -2%, 11%, -7%, -14%, -12%
- COCC(C)N1C(=O)Cc2c1nc(N)c1c(N)nc(N3CCN(c4ccccc4F)CC3)c(C#N)c21 (stereo unspecified)
    5%, -11%, -16%, -2%, -5%, 14%, -27%, 2%, -15%
- O=C(C1CC(=O)N(C2CCCC2)C1)N1CCN(c2cccc(Cl)c2)CC1 (stereo unspecified)
    -15%, 16%, 1%, 6%, -10%, 2%, -14%, -3%, -9%
- c1ccc2c(c1)nc1n2CN(Cc2ccc3c(c2)OCO3)CN1
    -22%, 21%, 8%[57.1 µM], -4%, 0%, 21%, 5%, 4%, 0%

Assay outcomes: PubChem BioAssay, National Center for Advancing Translational Sciences (NCATS)
